PTHR1 agonist = qHTS for PTHR1 Agonists: Primary Screen; HEK293 GP2 PTHR1 cells, GloSensor cAMP luminescence, 1 h; Potency, µM (doses to about 115 µM), without a hit: at the highest dose activation, usual class: activators; 410,000 compounds, 0.075% hits; also: potency is read from the fitted curve at half-maximal effect; nearly all actives have a fitted effect of over 55% in size; some results filed as inactive show a strong effect at the top dose; inactives centre near -15; many of its hits are not listed in these tables
Target sequence (Q03431 whole entry, looked up): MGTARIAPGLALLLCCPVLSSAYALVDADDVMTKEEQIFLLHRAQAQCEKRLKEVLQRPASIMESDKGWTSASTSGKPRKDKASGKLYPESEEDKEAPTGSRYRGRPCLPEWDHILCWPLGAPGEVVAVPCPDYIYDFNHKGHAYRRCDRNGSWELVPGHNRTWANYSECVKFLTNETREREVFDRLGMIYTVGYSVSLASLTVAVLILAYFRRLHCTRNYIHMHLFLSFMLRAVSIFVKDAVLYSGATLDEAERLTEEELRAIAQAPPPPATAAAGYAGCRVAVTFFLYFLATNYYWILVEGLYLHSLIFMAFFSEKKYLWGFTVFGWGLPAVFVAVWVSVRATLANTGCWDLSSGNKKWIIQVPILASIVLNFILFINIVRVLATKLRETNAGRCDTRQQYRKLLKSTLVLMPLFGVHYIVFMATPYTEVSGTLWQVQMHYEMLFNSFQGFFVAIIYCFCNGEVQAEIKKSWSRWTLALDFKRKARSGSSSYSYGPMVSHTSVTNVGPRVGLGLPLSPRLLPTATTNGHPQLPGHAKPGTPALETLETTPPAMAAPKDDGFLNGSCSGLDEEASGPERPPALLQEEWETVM
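HEK-293-derived GP2 cells expressing PTHR1 and a GloSensor cAMP reporter, 3,000/well, plated overnight, given luciferin plus IBMX (each 0.5 mM as added) for 1 h at 37 °C, then compound for 1 h at 37 °C. Luminescence was read after 15 min at room temperature.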
DRD3 antagonist = qHTS of D3 Dopamine Receptor Antagonist: qHTS; max response, negative = inhibition, %; D(3) dopamine receptor (Homo sapiens), P35462; 360,000 compounds, 2.5% hits; AID 652054, 2013; D3R cells, DiscoveRx beta-arrestin luminescence, antagonist mode; stronger effect = lower value; in the data active = max response below about -50%; inconclusive = no clear call, values can overlap the other calls; also: % is scaled to controls: 0 for no effect and ±100 for the full control effect; mostly tested at two doses, the higher about 12 µM
Target sequence (P35462 whole entry, looked up): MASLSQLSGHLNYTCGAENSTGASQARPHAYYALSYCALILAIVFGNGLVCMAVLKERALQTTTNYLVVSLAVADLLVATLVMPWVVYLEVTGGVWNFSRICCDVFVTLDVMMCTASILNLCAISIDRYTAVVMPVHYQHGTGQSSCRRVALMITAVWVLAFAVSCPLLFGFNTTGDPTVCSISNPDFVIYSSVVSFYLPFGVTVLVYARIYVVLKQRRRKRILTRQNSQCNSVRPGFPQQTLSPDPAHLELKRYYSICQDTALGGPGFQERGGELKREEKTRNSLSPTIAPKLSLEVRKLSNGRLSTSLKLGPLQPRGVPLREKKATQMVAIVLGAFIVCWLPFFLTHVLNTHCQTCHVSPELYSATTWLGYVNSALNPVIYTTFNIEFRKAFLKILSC
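Cells plated overnight at 1500 cells/well, then exposed to library compounds with dopamine controls for 90 minutes at 37 degrees C. DiscoveRx reagent added for 30–60 minutes at room temperature; luminescence read, quantitative HTS format.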
D3 ag = qHTS of D3 Dopamine Receptor Agonist: qHTS | D(3) dopamine receptor (Homo sapiens), P35462 | D3R DiscoveRx beta-arrestin cells, luminescence, 90 min | max activation, % | 410,000 compounds, 0.58% hits; in the data active = max activation above about 30%; also: 0% is about no effect; mostly tested at two doses, the higher about 12 µM
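Cells at 1500/well, incubated overnight, then treated with pinned compounds (dopamine as control) for 90 min at 37 degrees C. DiscoveRx reagent added for 30 - 60 minutes at room temperature; luminescence read.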
KB-V1 MDR tox = qHTS assay for MDR1-selective chemotherapeutics: Primary screen using the drug-selected MDR subline cells KB-V1 | KB-V1 MDR cells viability, CellTiter-Glo, 72 h | Potency, µM (doses to about 46.1 µM), inactives show at the top dose activity change, negative = cytotoxicity, most hits filed as cytotoxic | 400,000 compounds, 3.4% hits | AID 1347076, 2019; also: potency is read from the fitted curve at half-maximal effect; % is scaled to controls: 0 for no effect and ±100 for the full control effect; nearly all actives have a fitted effect of over 60% in size
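Readout: CellTiter-Glo luminescence, 10 min after addition. Cells: KB-V1 MDR subline, 72 h at 37 degrees C with compound. Analysis: corrected, normalized data fitted to concentration-effect curves.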
TDP-43 yeast inh = qHTS of TDP-43 Inhibitors; TDP-43 expressing yeast growth rescue, BacTiter-Glo, 24 h; Potency, µM (doses to about 46.1 µM), inactives show top-dose growth rescue (activation), usual class: activators; 410,000 compounds, 1.8% hits; AID 652104, 2013; also: potency is read from the fitted curve at half-maximal effect; % of control where 0% means no effect; nearly all actives have a fitted effect of over 50% in size
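In this qHTS, compounds that restore growth of yeast expressing TDP-43 appear as activators. Cells (OD600=0.02, galactose medium, raffinose-pregrown) are incubated with compound 24 hr at 30 deg C and growth is quantified by BacTiter-Glo.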
HEK293 tox = qHTS of GLP-1 Receptor Inverse Agonists: Cytotox Screen; HEK293 cAMP-luciferase reporter cells, luminescence, 24 h; Potency, µM (series often up to 38.3 µM), for inactives: at the highest dose activity change, negative = inhibition, most hits filed as inhibitors; 410,000 compounds, 0.13% hits; AID 624418, 2012;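 also: loss of luciferase light is scored as toxicity; potency is read from the fitted curve at half-maximal effect; % is scaled to controls: 0 for no effect and ±100 for the full control effect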
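Seeding density was 200 cells/uL; after overnight-length (12 h) culture, 23 nL compounds went on for 24 h at 37 °C. Readout used a luciferase detection reagent, luminescence taken after 12 min at room temperature.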
aSyn rescue = qHTS of alpha-syn Inhibitors; Yeast expressing alpha-synuclein, growth rescue, BacTiter-Glo, 24 h; Potency, µM (highest dose often 46.1 µM), for inactives: at the top dose growth rescue (activation), usual class: activators; 370,000 compounds, 0.14% hits; also: potency is read from the fitted curve at half-maximal effect; % of control where 0% means no effect; nearly all actives have a fitted effect of over 65% in size
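Galactose-induced alpha-syn yeast (OD600=0.02, raffinose-pregrown) + pinned cpd, 24 hr, 30 deg C; growth by BacTiter-Glo luminescence. Growth restoration scores as activation.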
GLP1R ag = qHTS of GLP-1 Receptor Agonists; 380,000 compounds, 0.007% hits; HEK293 GLP-1R CRE-luciferase, luminescence, 4-6 h; cells express a hypersensitive GLP-1R form; Potency, µM (titrated, usually from 45.6 µM), without a hit: at the highest dose activation, most hits filed as activators; AID 624172, 2012; also: potency is read from the fitted curve at half-maximal effect; % of control where 0% means no effect
GLP-1R inv ag = qHTS of GLP-1 Receptor Inverse Agonists (Inhibition Mode); 410,000 compounds, 1.6% hits; Potency, µM (top dose mostly 38.3 µM), for inactives: at the top dose activity change, negative = inhibition, hits mostly inhibitors; HEK293 GLP-1R CRE-luciferase, luminescence, 24 h; GLP-1R form is constitutively active; also: potency is read from the fitted curve at half-maximal effect; % is scaled to controls: 0 for no effect and ±100 for the full control effect; nearly all actives have a fitted effect of over 55% in size
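Inverse agonism was detected as reduced cAMP-driven luciferase luminescence after 24 h compound treatment. The cells were HEK293 clones expressing constitutively active human GLP-1R with the reporter. Reporter-only and GPR119 cell lines served as counterscreen controls.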
Active calls of the source: *; i = inactive; ? = inconclusive; . = not tested or not shown; & = joins results of further samples; [ ] = dose if it differs, or a comment. Unless noted, calls follow the shape of the dose curve; as a rule, active = well fitted curve in the direction sought with a large enough effect; inconclusive = small, poorly fitted or top-dose-only effect, or another doubt; inactive = no such curve, though single readings can be large; an effect the other way counts as inactive or inconclusive.

SMILES	PTHR1 agonist	DRD3 antagonist	D3 ag	KB-V1 MDR tox	TDP-43 yeast inh	HEK293 tox	aSyn rescue	GLP1R ag	GLP-1R inv ag
COc1cccc(C2C(C(=O)Nc3ccc(Cl)cc3)=C(C)Nc3c(C(=O)Nc4ccccc4)cnn32)c1OC (stereo not drawn)	i	.	-3	-22%	8%	4%	.	.	?
CC(C)C[C@H]1CNC(=S)N1CC1CCN(CCCCc2ccccc2)CC1	-10%	-91*	-45	?	-1%	-8%	-7%	-3%	?
O=C1C(=O)N(CCS(=O)(=O)c2ccccc2)c2ccccc21	i	-14	-6	4%	19%	-28%	-2%	-5%	14%
CN(Cc1ccc(-n2cccn2)cc1)C(=O)c1cnn2c1NC(c1ccco1)CC2C(F)(F)F (stereo not drawn)	-88%[inhibitor]	5	3	4.6µM*	4%	12%	0%	1%	0%
CCCCNC(=O)C1CCC(CNS(=O)(=O)c2ccc(C)cc2)CC1 (stereo not drawn)	-2%	2	11&-9	16%	-9%[0.397 µM]	5%&0%	6%	17%	36%&2%[activator]
Nc1c(-c2cccc(Cl)c2)cnn1-c1ccccc1	-20%	1	2	11%	?	-1%	0%	26%	?
COc1ccc(N2CC(C(=O)Nc3ccc4c(c3)OCO4)CC2=O)cc1 (stereo not drawn)	i	-1	-2	0%	-26%	4%	0%	5%	1%
COc1ccc2nc(NC(=O)CSc3nc(C)cc(C)n3)sc2c1	-5%	?	-6	0%	?	6%	8%	12%	34%[activator]
COCCN(C(=O)COC(=O)c1ccc(C=O)cc1)c1c(N)n(Cc2ccccc2)c(=O)[nH]c1=O	i	5	1	.	?	22%	0%	-5%	14%
Cc1cc(Cl)ccc1NNC(=O)c1c(C)noc1C	-40%[inhibitor]	7	22	2%	?	?	-17%	14%	1.4µM*

Filtered by structure: the entries above with an aryl methoxy group
SMILES	PTHR1 agonist	DRD3 antagonist	D3 ag	KB-V1 MDR tox	TDP-43 yeast inh	HEK293 tox	aSyn rescue	GLP1R ag	GLP-1R inv ag
COc1cccc(C2C(C(=O)Nc3ccc(Cl)cc3)=C(C)Nc3c(C(=O)Nc4ccccc4)cnn32)c1OC (stereo not drawn)	i	.	-3	-22%	8%	4%	.	.	?
COc1ccc(N2CC(C(=O)Nc3ccc4c(c3)OCO4)CC2=O)cc1 (stereo not drawn)	i	-1	-2	0%	-26%	4%	0%	5%	1%
COc1ccc2nc(NC(=O)CSc3nc(C)cc(C)n3)sc2c1	-5%	?	-6	0%	?	6%	8%	12%	34%[activator]

New compounds follow
SMILES	PTHR1 agonist	DRD3 antagonist	D3 ag	KB-V1 MDR tox	TDP-43 yeast inh	HEK293 tox	aSyn rescue	GLP1R ag	GLP-1R inv ag
O=C(Nc1cccc(Cl)c1)NC1CC2CCC1C2 (stereo not drawn)	-11%	9	4	0%	26%	10%	-5%	8%	?
CCCCN(C)C(=O)c1cn(C)c2ccc(S(=O)(=O)N(C)C)cc2c1=O	8%	5	3	1%	10%	7%	0%	-5%	5%
COc1ccc(NC(=O)CCc2ccc(OC)c(OC)c2)cn1	i	-3	10	22%	-3%	5%	0%	-1%	8%
CC1=Nc2cc(C(=O)NCCN3CCOCC3)ccc2Sc2c(C)ccc(C)c21	i	-1	2	18µM*	4%	-12%	3%	3%	?
CN(C(=O)CSc1nnc(NC2CCCCC2)s1)C1CCS(=O)(=O)C1 (stereo not drawn)	i	-8	2	11%	1%	-19%	3%	-8%	1%
O=C(Cc1cccc(C(F)(F)F)c1)Nc1ccccc1N1CCCC1	-84%[inhibitor]	11	-8	-13%	?	5%	0%	14%	10µM*
NC(=O)COC(=O)c1sc2cc(F)ccc2c1Cl	-1%	5	1	11%	17%	5%	-4%	21%	11%
O=C(NC(=S)Nc1ccccc1Cl)c1cncc(C#Cc2ccccc2)c1	i	-12	9	-1%	-21%	-7%	-6%	0%	1%
Cc1c(NS(=O)(=O)N2CCCCC2)c(=O)n(-c2ccccc2)n1C	i	-7	23	27%	-13%	4%	-3%	2%	0%
CSCC[C@H](NC(=O)[C@H]1N2C(=O)c3ccccc3C2SC1(C)C)C(=O)NCc1ccncc1 (stereo partly drawn)	i	2	5	4%	-26%	17%	-9%	1%	30%[activator]
CC(C(=O)NCCCc1ccccc1)n1cccc1C(=O)c1ccccc1 (stereo not drawn)	-15%	5	16	-8%	?	-8%	6%	13%	11µM*
CSCCC(NC(=O)c1cc(C(C)(C)C)oc1C)C(=O)O (stereo not drawn)	i	-5	-9	4%	-15%	4%	-3%	-5%	-5%
Cc1ccc(C2C3CSCC=C3C(C#N)=C(N)C2(C#N)C#N)cc1 (stereo not drawn)	i	-24	-7	-4%	-13%	2%	14%	2%	-7%
CCCNC(=O)CN1C(=O)c2c(c3ccccc3n2C)C1c1ccc(OC)cc1 (stereo not drawn)	i	.	-3	6%	8%	1%	.	.	-3%
COc1ccc(-c2cc3nnc(-c4ccccc4)nc3s2)cc1	-8%	7	0	0%	10%	1%	-3%	-5%	-45%
CN(Cc1ccccc1)S(=O)(=O)c1ccc(OCC(=O)NCc2ccncc2)cc1	-8%	-21	-7	?	-8%	9%	-1%	12%	4%
COc1ccccc1-c1nnc(SCC(=O)NC2CCS(=O)(=O)C2)n1CCc1ccccc1 (stereo not drawn)	-12%	-3	2	2%	-3%	2%	12%	0%	1%
C[C@@H]1CN([C@@H](C)CO)C(=O)c2cc(Br)cnc2O[C@H]1CN(C)S(=O)(=O)c1ccccc1	-24%	13	4	-1%	19%	-3%	4%	14%	?
COc1cccc(/C=C2/C(=O)NN(c3ccccc3)C2=O)c1	-10%	-9	-8	9%	0%	6%	-2%	0%	?
COc1ccc(C(C)=O)cc1Cn1c(C)c(C(=O)NC2CC2)sc1=O	-24%	11	2	?	0%	1%	-7%	3%	1%
CCOC(=O)C1CCCN(CCC(=O)Nc2ccc(Br)c(C)c2)C1 (stereo not drawn)	-21%	-54*	-9	4%	3%	-21%	?	-3%	?
CS(=O)(=O)N1CCC(C(=O)Nc2cccc(Cl)c2Cl)CC1	-19%	0	-15	5%	.	4%	-6%	14%	1%
CCOC(=O)c1cc2c(=O)n3ccccc3nc2n(CC2CCCO2)c1=NC(=O)c1cccc(C)c1 (stereo not drawn)	-7%	.	2	?	22%	82%[activator]	.	.	1%
CCOC(=O)c1cnn2c(N)c(C#N)cnc12	-23%	-4	5	?	-3%	11%	-12%	0%	41%[activator]
CCCc1cc(=O)[nH]c(SCC(=O)Nc2ccc(Br)cc2Br)n1	i	3	3	?	?	26%[7.66 µM]	1%	4%	9%[7.66 µM]
CCOC(=O)c1cccc(N2C(=O)C3C4C=CC(CC4)C3C2=O)c1 (stereo not drawn)	-9%	-24	28	-3%	-4%	-6%	0%	4%	3.2µM*
CNC(=S)Nc1ccc(-c2nc3ccc(C)cc3s2)cc1	i	-11	2	-21%	3%[9.22 µM]	-1%[7.66 µM]	-7%	-2%	7%[7.66 µM]
COCCCN1CC(=O)N2C(c3cccc(C)c3)c3[nH]c4ccccc4c3C[C@H]2C1=O (stereo partly drawn)	i	13	-6	-2%	-6%	0%	6%	8%	?
CC1(C)OC(=O)C(=Cc2ccc[nH]2)C(=O)O1	-4%	-1	3	?	?	2%	-20%	-22%	11%
CN(CC(=O)Nc1c(Cl)cccc1Cl)C(=O)Cc1ccc(S(=O)(=O)N2CCOCC2)s1	i	-9	1	4%	4%	-3%	-1%	-12%	-5%
CC1=NN(c2cccc(Cl)c2)C(=O)C1	-25%	-9	5	12%	-13%	-7%	-6%	7%	2%
CCCc1nn2c(=O)cc(COC(=O)c3ccc(NC(=O)COc4ccccc4)cc3)nc2s1	i	.	-13	.	6%	17%	.	.	5%
COc1ccc(N=c2scc(-c3ccc(OC)cc3)n2CCO)cc1	-26%[57.5 µM]	?	-4	?	-1%	3%	-4%	8%	?
Cc1ccc(-c2n[nH]c(=S)n2-c2ccccc2)cc1	i	-6	0	8%&25%	26%	?	12%&2%	-5%	-30%
O=C1C2C3C=CC(O3)C2C(=O)N1Cc1ccncc1 (stereo not drawn)	i	37	3	0%	24%	2%	3%	-1%	1%
N/C(=N\N=C\c1ccc2c(c1)OCO2)SC1CC(=O)N(c2ccc(C(=O)O)cc2)C1=O (stereo not drawn)	-3%	16	3	-10%	-22%[0.397 µM]	-3%	2%	0%	-5%
O=C(O)CCC(=O)Nc1ccccc1C(=O)NCCc1ccccc1	-3%	0	3	-17%	12%	15%	-4%	2%	11%
Cn1c(COc2nnc(-c3ccc(Cl)cc3)c3ccccc23)nc2ccccc21	i	-3	4	11%	-15%	1%	1%	-1%	14%
CCCCNC(=O)CCNS(=O)(=O)c1ccc(Br)cc1	i	-27	-13	-17%	-7%	33%	2%	-1%	-8%
COCCCNC(=O)Cn1cnc2sc(C)c(S(=O)(=O)N3CCN(c4ncccn4)CC3)c2c1=O	i	12	-1	0%	1%	-9%	4%	14%	15%
Cc1ccc(N2C(=O)CC(Nc3ccc(Cl)c(S(=O)(=O)N(C)C)c3)C2=O)c(C)c1 (stereo not drawn)	-32%	15	-1	-21%	0%	-9%	12%	-2%	6%
Cc1ccc(C(=O)Nc2ccc3c(c2)CCC3)o1	-12%[57.5 µM]	23	0	?	-24%	11%	-14%	1%	-3%
Cc1cc(C)nc(N(C#N)S(=O)(=O)c2ccccc2Cl)n1	i	0	5	11%	11%	-10%	3%	5%	10%
Cc1cccc(OCCSc2nc3c([nH]2)c(=N)ncn3Cc2ccccc2)c1	-5%[57.5 µM]	4	16	-28%	4%	-26%	-4%	15%	-16%

The list is partial; the hit share may differ from the screen's.
